PP1 counter – PP1-alpha phosphatase inhibitors, primary screen, counter-screen for PP5 inhibitor project, biochemical, fluorescence, OMFP substrate, single point. Serine/threonine-protein phosphatase PP1-alpha catalytic subunit (Homo sapiens), P62136. purified PP1alpha. 0.9% of 320,000 active. inhibition, % at 6.7 µM. AID 2235, 2010;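 active = inhibition above the mean inhibition of all tested compounds plus 3 SD, computed separately for each screening campaign, cut at about 15% in these data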
Target sequence (P62136 whole entry, looked up): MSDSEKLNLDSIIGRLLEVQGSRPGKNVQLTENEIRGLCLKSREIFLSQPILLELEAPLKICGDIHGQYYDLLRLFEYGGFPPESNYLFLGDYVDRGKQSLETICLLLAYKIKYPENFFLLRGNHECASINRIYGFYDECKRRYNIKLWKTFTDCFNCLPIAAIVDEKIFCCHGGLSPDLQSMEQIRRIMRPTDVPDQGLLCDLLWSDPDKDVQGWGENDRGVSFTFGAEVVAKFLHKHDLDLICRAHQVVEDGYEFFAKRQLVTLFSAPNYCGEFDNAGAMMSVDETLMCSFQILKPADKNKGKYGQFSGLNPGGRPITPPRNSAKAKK
TPT1 inh – Candida albicans TPT1 enzyme inhibitors, primary screen, biochemical, fluorescence polarization; recombinant caTPT1, FP RNA substrate dephosphorylation; inhibition, % at 5 µM; 0.81% of 300,000 active;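 active = inhibition above the mean of all tested compounds plus 3 SD, set per screening campaign, cut at about 24% in these data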;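 note: plate controls were DMSO alone for no effect and ferristatin control at 100 nM for full effect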
PAFAH2 FP inh – PAFAH2 enzyme inhibitors, primary screen, biochemical, fluorescence polarization, human; 0.99% of 340,000 active; inhibition, % at 3.39 µM; Platelet-activating factor acetylhydrolase 2, cytoplasmic (Homo sapiens), Q99487; recombinant PAFAH2, FP-rhodamine activity probe;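 active = inhibition above the mean over all tested compounds plus 3 SD, cut at about 30% in these data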;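 note: inhibitors block probe labeling of enzyme so polarization drops; 0% = enzyme with DMSO and 100% = wells lacking PAFAH2 protein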
proCasp7 act – procaspase-7 activators, primary screen, counter-screen for procaspase-3 activator project, biochemical, absorbance, HTS, human. Caspase-7 (Homo sapiens), P55210. recombinant procaspase-7, Ac-DEVD-pNA absorbance 405 nm; D23A/D198A/D206A triple mutant, cannot self-cleave; scale: DMSO 0, 5 µM enzyme 100. activation, % at 8.5 µM. 0.093% of 330,000 active;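 active = percent activation above the screen-wide mean plus 3 SD, cut at about 25% in these data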
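Material: Procaspase-7 triple mutant (PC-7 D3A) | Quantity: 2 µM procaspase-7 mutant as dispensed | Reagent: DEVD-pNA substrate | Times: 1 h preincubation, 2 h reaction | Technique: 405 nm absorbance of p-nitroaniline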
proCasp3 act – activators of human procaspase-3 D3A mutant, primary screen, biochemical, absorbance, PC-3 D3A mutant, single concentration; recombinant procaspase-3 D3A, Ac-DEVD-pNA absorbance 405 nm; 0.11% of 330,000 active; AID 463141, 2010; Caspase-3 (Homo sapiens), P42574; activation, % at 8.5 µM;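 active = activation above the mean of all tested compounds plus 3 SD, cut at about 21% in these data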;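 note: 0% = DMSO alone and 100% = DMSO wells spiked with extra 5 µM PC-3 D3A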
Target sequence (P42574 whole entry D9A/D28A/D175A): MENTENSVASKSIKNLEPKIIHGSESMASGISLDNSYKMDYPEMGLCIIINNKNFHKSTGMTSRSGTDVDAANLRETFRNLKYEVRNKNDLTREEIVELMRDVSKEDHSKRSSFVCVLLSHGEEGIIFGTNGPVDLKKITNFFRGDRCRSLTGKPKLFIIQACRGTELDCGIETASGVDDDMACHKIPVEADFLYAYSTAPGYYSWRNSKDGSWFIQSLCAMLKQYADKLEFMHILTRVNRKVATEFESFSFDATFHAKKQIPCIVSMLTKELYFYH
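Assay system: Autoprocessing-dead procaspase-3 D3A mutant enzyme; also added: Ac-DEVD-pNA; doses: one concentration, 8.5 µM nominal, 0.8% DMSO; times: 1 h compound preincubation, 2 h substrate hydrolysis at 25 °C; technique: 405 nm absorbance of p-nitroaniline, reads at 0 and 120 min; measure: % activation between DMSO and enzyme-spiked controls; repeats: single replicate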
CTSL1 counter – Fasciola hepatica cathepsin L1 inhibitors, primary screen, counter-screen for PFM18AAP inhibitor project, biochemical, QFRET, fluorogenic peptide substrate; 0.49% of 300,000 active; recombinant F. hepatica cathepsin L1, Z-Leu-Arg-MCA fluorescence; inhibition, % at 5.96 µM;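 active = inhibition above the mean of all tested compounds plus 3 SD, set per screening campaign, cut at about 17% in these data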;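 note: 0% = plate median of test compound wells and 100% = 1 µM Z-Phe-Ala-diazomethylketone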
PP5 primary – PP5 phosphatase inhibitors, primary screen, biochemical, fluorescence. Serine/threonine-protein phosphatase 5 (Homo sapiens), P53041. purified PP5c, OMFP substrate fluorescence. inhibition, % at 6.7 µM. 0.18% of 320,000 active. AID 1987, 2009;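 active = inhibition above the campaign's mean inhibition across all tested compounds plus 3 SD, cut at about 9.5% in these data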;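 note: 0% = DMSO only and 100% = 100 µM cantharidin control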
Target sequence (P53041 whole entry, looked up): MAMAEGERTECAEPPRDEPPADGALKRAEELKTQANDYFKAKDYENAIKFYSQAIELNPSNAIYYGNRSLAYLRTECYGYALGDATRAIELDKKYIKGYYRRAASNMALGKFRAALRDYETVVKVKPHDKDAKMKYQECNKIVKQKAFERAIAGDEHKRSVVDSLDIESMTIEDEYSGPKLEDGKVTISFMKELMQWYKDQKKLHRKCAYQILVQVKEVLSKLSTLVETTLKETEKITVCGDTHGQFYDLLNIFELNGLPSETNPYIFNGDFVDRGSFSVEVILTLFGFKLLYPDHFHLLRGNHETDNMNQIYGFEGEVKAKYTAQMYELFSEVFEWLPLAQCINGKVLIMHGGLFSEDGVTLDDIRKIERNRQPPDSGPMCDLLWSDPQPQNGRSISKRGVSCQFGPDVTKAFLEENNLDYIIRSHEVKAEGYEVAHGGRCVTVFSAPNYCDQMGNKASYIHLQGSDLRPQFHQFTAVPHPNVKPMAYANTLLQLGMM
AHR activator – AHR activators, primary screen, cell-based, luminescence, luciferase reporter, human. activation, % at 5 µM. AHR-responsive luciferase reporter cells. 2.5% of 320,000 active. AID 2796, 2010. Aryl hydrocarbon receptor (Homo sapiens), P35869; in the data active = activation above about 47%;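 note: 0% = vehicle wells and 100% = reference agonist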
HCV core dimer – inhibitors of HCV core protein dimerization, primary screen, biochemical, TR-FRET, high-throughput; 0.33% of 300,000 active; TR-FRET GST/Flag-core106 dimerization, 1536-well; AID 1899, 2009; inhibition, % at 5 µM;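 active = inhibition above the mean of all tested compounds plus 3 SD, set per screening campaign, cut at about 45% in these data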
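Material: GST/Flag-tagged HCV core106 proteins. Incubation: 4 h, 22.5 °C incubation. Read-out basis: inhibition (%) from 671 over 617 nm ratio. Measured by: TR-FRET, excitation 340 nm, emission 617 and 671 nm.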
* marks the source's active call; other numbers are inactive results; . = not tested or not shown.

nr	molecule	PP1 counter	proCasp3 act	CTSL1 counter	HCV core dimer	proCasp7 act
1	COc1ccc(N(C(=O)CNC(=O)c2cccs2)C(C(=O)NCC2CCCO2)c2ccc(OC)c(OC)c2)cc1 (stereo not drawn)	-3	0	2	-1	8
2	CCOC(=O)CN1C(=O)/C(=C/c2c(F)cccc2Cl)Oc2ccccc21	2	5	0	-8	-3
3	NS(=O)(=O)c1ccc(S(=O)(=O)N2CCN(C3CCCC3)CC2)cc1	3	2	0	-8	3
4	CC(C)c1ccc(N2C(=O)CC(NNC(=O)c3cccnc3)C2=O)cc1 (stereo not drawn)	-3	-20	0	6	5
5	CNC(=O)N(O)C1N(/N=C/c2ccc(C)cc2)C(=S)SC1(C)C (stereo not drawn)	-1	7	11	-1	11
6	Cc1cc(C(=O)Nc2ccc(N3CCOCC3)c(Cl)c2)c(C)o1	-3	-10	-4	-5	-2
7	COc1ccc(CCNC(=O)CS(=O)(=O)c2cn(CC(=O)N3CCOCC3)c3ccccc23)cc1OC	-1	-10	-8	-4	-12
8	CCOc1ccc(OCC)c(NC(=O)CN(c2ccc(OC)cc2)S(=O)(=O)c2c(C)noc2C)c1	3	6	0	3	2
9	COc1ccc(NC(=O)CN(C)C(=O)Cc2ccsc2)cc1	-4	-1	-10	1	-7
10	COC(=O)N/N=C/c1ccc([N+](=O)[O-])o1	-2	-4	0	-5	9
11	O=C(CN(Cc1ccccc1)C(=O)CCC(=O)Nc1ccccn1)NCc1ccco1	-1	1	2	-2	0
12	CC1CCCCC12NC(=O)N(CC(=O)OCc1c(F)cccc1Cl)C2=O (stereo not drawn)	.	-1	.	.	-1

nr	TPT1 inh	AHR activator	PAFAH2 FP inh	PP5 primary
1	4	0	2	0.7
2	0	0	-8	1.7
3	2	2	7	3.6
4	-2	4	7	-0.6
5	2	0	-8	-1.3
6	0	2	0	2.7
7	1	-1	5	-1.9
8	-1	58*	-3	5.0
9	1	13	0	0.8
10	0	-1	-14	1.0
11	-4	-2	9	-1.0
12	.	3	5	.

Following part
nr	molecule	PP1 counter	proCasp3 act	CTSL1 counter	HCV core dimer	proCasp7 act
13	CCOc1ccc(-c2ccc(/C=C3/C(=N)N4C(C)=CSC4=NC3=O)o2)c([N+](=O)[O-])c1	6	12	2	36	-9
14	COc1ccccc1CNC(=O)CSc1nnc2c(Cl)cc(C(F)(F)F)cn12	-1	-1	0	5	-1
15	CCOC(=O)COc1cccc2c(=O)n(CC(=O)N3CCc4ccccc43)ccc12	3	1	-1	-1	-7
16	O=C(Oc1cccc(C(=S)N2CCOCC2)c1)c1cc([N+](=O)[O-])cc([N+](=O)[O-])c1	-4	12	4	-2	1
17	COc1cc(/C=C2/N=C(c3ccccc3F)OC2=O)cc(Cl)c1OS(C)(=O)=O	-3	10	-2	-3	0
18	O=C(NCCc1c[nH]c2ccccc12)C1CCN(Cc2ccc(Br)cc2)CC1	4	-3	1	0	12
19	COc1ccc([N+](=O)[O-])cc1NC(=O)CSCc1ccccc1	0	0	-2	-4	3
20	CCOC(=O)CC1=C(C(=O)OCC)C(c2ccc(C)o2)C(C#N)=C(N)O1 (stereo not drawn)	-1	-2	-2	5	-3
21	CC(Nc1ccc(Cl)c(Cl)c1)C(=O)NN (stereo not drawn)	-3	-3	0	-1	2
22	CCNc1ncnc2c1cnn2C	-7	4	-1	-2	1
23	CCC(=O)n1nc(-c2ccccc2)nc1NCc1ccccc1	-2	2	-1	0	-1
24	Nc1ccc(OCC(O)C[n+]2ccc(CCS(=O)(=O)[O-])cc2)cc1 (stereo not drawn)	5	-4	1	-1	-11

nr	TPT1 inh	AHR activator	PAFAH2 FP inh	PP5 primary
13	16	28	18	1.0
14	-3	1	-3	-0.9
15	-1	7	2	3.9
16	0	3	-4	3.2
17	-2	8	4	-2.1
18	0	28	-6	0.2
19	-3	25	-2	0.7
20	-25	-1	0	2.4
21	1	-2	-6	-2.6
22	1	-1	7	0.6
23	-4	1	2	0.2
24	3	-2	0	-0.8

Next section
nr	molecule	PP1 counter	proCasp3 act	CTSL1 counter	HCV core dimer	proCasp7 act
25	COCCNC(=O)Cn1ccc2cc(S(=O)(=O)N3CCCCC3)ccc21	-3	8	-1	-3	5
26	OCCN(Cc1ccccc1)Cc1ccc(C(F)(F)F)cc1	0	-2	2	-3	0
27	Cn1c(=S)ccc2ccccc21	-2	-1	3	1	-1
28	CN(C(=O)COC(=O)c1ccccc1SCC(=O)NC1CCCCCCC1)C1CCS(=O)(=O)C1 (stereo not drawn)	-2	7	9	5	3
29	CCCS(=O)(=O)c1c(S(=O)(=O)CCC)c2ccc(C(N)=O)cn2c1C(=O)OC	-2	0	0	3	6
30	CC1CCc2c(sc3nc(CN4CCOCC4)nc(Sc4ccccc4)c23)C1 (stereo not drawn)	6	-6	-3	-5	1
31	COc1ccc(Cl)cc1NC(=S)N(CCN1CCOCC1)C1CCN(C(C)=O)CC1	2	-3	-2	-2	-10
32	CSc1ccccc1C(=O)NCCOc1cccc(C)c1	-1	-1	-1	1	0
33	CN(C)S(=O)(=O)c1ccc(/C(O)=C2/C(=O)C(=O)N(Cc3cccnc3)C2c2ccco2)cc1 (stereo not drawn)	-3	-8	3	2	-1
34	CC(NC(=O)NC(=O)c1ccc(Cl)cc1Cl)C1CC1 (stereo not drawn)	-3	3	-7	1	7
35	N#CCCN(Cc1ccccc1)C(=O)c1cccs1	-8	4	-2	5	6
36	Nc1nnc(CCS(=O)(=O)c2cc(Cl)ccc2Cl)s1	-2	3	3	-3	7

nr	TPT1 inh	AHR activator	PAFAH2 FP inh	PP5 primary
25	0	1	13	1.2
26	0	-2	4	2.6
27	-1	0	6	0.1
28	-2	-3	26	-1.2
29	-5	0	3	0.5
30	2	6	0	2.7
31	-1	5	7	-2.0
32	-1	3	-6	0.9
33	-1	0	3	-2.1
34	-1	0	8	-0.6
35	-2	-4	11	2.1
36	0	0	-2	-3.6

Reprinted at random: 2 entries already listed.
nr	molecule	PP1 counter	proCasp3 act	CTSL1 counter	HCV core dimer	proCasp7 act
35	N#CCCN(Cc1ccccc1)C(=O)c1cccs1	-8	4	-2	5	6
15	CCOC(=O)COc1cccc2c(=O)n(CC(=O)N3CCc4ccccc43)ccc12	3	1	-1	-1	-7

nr	TPT1 inh	AHR activator	PAFAH2 FP inh	PP5 primary
35	-2	-4	11	2.1
15	-1	7	2	3.9

(list continues)
nr	molecule	PP1 counter	proCasp3 act	CTSL1 counter	HCV core dimer	proCasp7 act
37	CCOC(=O)C1CCN(C(=O)CN(c2cc(Cl)ccc2OC)S(=O)(=O)c2ccccc2)CC1	5	1	1	-11	-11
38	Cc1cccn2c(=O)c(C(=O)NC3CCCCC3)c(O)nc12	-1	5	-1	3	-3
39	CC(C)CCOC(=O)C1C2C=CC3(CN(Cc4cccs4)C(=O)C13)O2 (stereo not drawn)	-3	-5	8	5	0
40	CC(C)NC(=O)N(C)C[C@H]1Oc2ccc(NC(=O)C3CCCCC3)cc2C(=O)N([C@H](C)CO)C[C@@H]1C	.	1	.	.	10
41	O=C(c1ccccc1)C(O)C(c1ccccc1)N1CCOCC1 (stereo not drawn)	-2	-5	0	7	2
42	NC(=S)Nc1cc2ccccc2c2ccccc12	0	-13	2	-9	-17
43	Cn1c(SCC(=O)Nc2nccs2)nnc1C12CC3CC(CC(C3)C1)C2	5	-2	-7	-4	9
44	COc1ccc(Cl)cc1NC(=O)CN(C)C(=O)c1ccc2c(c1)CC(c1ccccc1)OC2=O (stereo not drawn)	-2	6	.	.	-6
45	COc1ccc(S(=O)(=O)N[C@@H](Cc2ccccc2)C(=O)N2CC[C@@]3(O)CCCC[C@H]3C2)cc1	-2	4	1	-7	14
46	Cc1cc(/C=C2/C(=N)N3C(=NC2=O)SN=C3S(C)(=O)=O)c(C)n1-c1ccc(F)cc1	-2	-16	10	12	-8
47	Cc1c(Nc2nc3ccccc3n3cnnc23)cccc1[N+](=O)[O-]	-1	1	0	2	10
48	CCn1c(SC)nc2cc(S(=O)(=O)N3CCCCC3)ccc21	-2	0	.	.	2

nr	TPT1 inh	AHR activator	PAFAH2 FP inh	PP5 primary
37	-7	-2	17	6.7
38	3	1	-9	-0.2
39	-3	2	-1	2.2
40	.	-1	-2	.
41	-1	-1	-1	-1.2
42	-6	5	-3	1.0
43	2	3	4	0.3
44	.	2	1	3.2
45	-1	2	-3	-0.7
46	5	3	-2	4.6
47	-4	23	4	1.9
48	.	8	9	3.6

(continued)
nr	molecule	PP1 counter	proCasp3 act	CTSL1 counter	HCV core dimer	proCasp7 act
49	COc1cccc(C(C)NC(=S)NCc2ccc(F)cc2)c1 (stereo not drawn)	-3	-2	1	-1	5
50	Cc1ccc(S(=O)(=O)N2CCN(Cc3nc4ccccc4[nH]3)CC2)cc1C	-3	1	-1	1	10
51	COc1cccc(-c2nnc(NC(=O)c3ccc(S(=O)(=O)N4CCOCC4)cc3)o2)c1	2	6	10	9	-2
52	COc1ccccc1Cn1nnc2c(=O)[nH]c(C3CCN(C(=O)c4ccccc4Cl)CC3)nc21	-2	-8	1	4	-4

nr	TPT1 inh	AHR activator	PAFAH2 FP inh	PP5 primary
49	4	-2	-6	1.4
50	1	4	-1	1.5
51	-2	2	0	0.7
52	-1	-2	11	1.8

Among those listed so far, these have fluorine.
nr	molecule	PP1 counter	proCasp3 act	CTSL1 counter	HCV core dimer	proCasp7 act
2	CCOC(=O)CN1C(=O)/C(=C/c2c(F)cccc2Cl)Oc2ccccc21	2	5	0	-8	-3
12	CC1CCCCC12NC(=O)N(CC(=O)OCc1c(F)cccc1Cl)C2=O (stereo not drawn)	.	-1	.	.	-1
14	COc1ccccc1CNC(=O)CSc1nnc2c(Cl)cc(C(F)(F)F)cn12	-1	-1	0	5	-1
17	COc1cc(/C=C2/N=C(c3ccccc3F)OC2=O)cc(Cl)c1OS(C)(=O)=O	-3	10	-2	-3	0
26	OCCN(Cc1ccccc1)Cc1ccc(C(F)(F)F)cc1	0	-2	2	-3	0
46	Cc1cc(/C=C2/C(=N)N3C(=NC2=O)SN=C3S(C)(=O)=O)c(C)n1-c1ccc(F)cc1	-2	-16	10	12	-8
49	COc1cccc(C(C)NC(=S)NCc2ccc(F)cc2)c1 (stereo not drawn)	-3	-2	1	-1	5

nr	TPT1 inh	AHR activator	PAFAH2 FP inh	PP5 primary
2	0	0	-8	1.7
12	.	3	5	.
14	-3	1	-3	-0.9
17	-2	8	4	-2.1
26	0	-2	4	2.6
46	5	3	-2	4.6
49	4	-2	-6	1.4

Assay outcomes (PubChem)
